Screening data deposited in PubChem BioAssay by National Center for Advancing Translational Sciences (NCATS).
Abeta rescue – qHTS for compounds that reverse cellular toxicity of Amyloid beta (A-beta) peptide in yeast: Primary Screen; 410,000 tested, 0.063% active; yeast expressing A-beta42, growth rescue, OD600, 48 h; response scale: 0% DMSO, 100% iron-clioquinol control; Potency, µM (highest dose often 46.1 µM), without a hit: top-dose growth rescue, actives largely listed as activators; also: potency is read from the fitted curve at half-maximal effect; nearly all actives have a fitted effect of over 55% in size
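Growth rescue measured by 600 nm absorbance after 48 h yeast culture at 30 C with compound. Values normalized between DMSO and an equimolar ferric chloride plus clioquinol control.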
GLP1R ag – qHTS of GLP-1 Receptor Agonists; Glucagon-like peptide 1 receptor (Homo sapiens), P43220; HEK293 GLP-1R CRE-luciferase, luminescence, 4-6 h; cells express a hypersensitive GLP-1R form; Potency, µM (series often up to 45.6 µM), for the others: top-dose activation, hits mostly activators; 380,000 tested, 0.007% active; AID 624172, 2012; also: potency is read from the fitted curve at half-maximal effect; % of control where 0% means no effect
D3 antag – qHTS of D3 Dopamine Receptor Antagonist: qHTS; AID 652054, 2013; D3R cells, DiscoveRx beta-arrestin luminescence, antagonist mode; stronger effect = lower value; 360,000 tested, 2.5% active; max response, negative = inhibition, %; D(3) dopamine receptor (Homo sapiens), P35462; in the data active = max response below about -50%; inconclusive = no clear call, values can overlap the other calls; also: % is scaled to controls: 0 for no effect and ±100 for the full control effect; mostly tested at two doses, the higher about 12 µM
Target sequence (P35462 whole entry, looked up): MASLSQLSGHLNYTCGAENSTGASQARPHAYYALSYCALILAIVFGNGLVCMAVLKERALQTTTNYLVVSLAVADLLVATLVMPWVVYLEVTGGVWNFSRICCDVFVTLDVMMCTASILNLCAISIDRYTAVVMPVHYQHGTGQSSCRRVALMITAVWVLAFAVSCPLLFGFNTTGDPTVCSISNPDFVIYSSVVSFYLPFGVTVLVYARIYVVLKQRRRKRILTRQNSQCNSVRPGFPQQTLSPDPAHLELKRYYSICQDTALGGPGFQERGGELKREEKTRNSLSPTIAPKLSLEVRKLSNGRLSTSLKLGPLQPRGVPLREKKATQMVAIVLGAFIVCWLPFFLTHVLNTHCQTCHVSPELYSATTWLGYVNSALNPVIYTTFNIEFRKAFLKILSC
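Cells plated overnight at 1500 cells/well, then exposed to library compounds with dopamine controls for 90 minutes at 37 degrees C. DiscoveRx reagent added for 30–60 minutes at room temperature; luminescence read, quantitative HTS format.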
FUS yeast rescue – qHTS for Suppressors of FUS Proteinopathy: Primary screen using FUS-linked yeast assay. 390,000 tested, 0.24% active. AID 1347120, 2019. S. cerevisiae FUS-expressing, growth rescue, OD600, 24 h. Potency, µM (doses to about 76.6 µM), without a hit: top-dose growth rescue (activation), hits mostly activators;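 also: potency is read from the fitted curve at half-maximal effect; plate controls were DMSO vehicle for no effect and reference control for full effect; nearly all actives have a fitted effect of over 55% in size; some results filed as inactive show a strong effect at the top dose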
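S. cerevisiae expressing FUS from galactose induction served as the toxicity model. Growth after 24hr at 30C, read as absorbance at 600 nm, indicates suppression of toxicity; compounds dosed at several concentrations.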
pAkt inh – HTS Assay for Inhibitors of Akt Phophorylation: Primary Screen; 360,000 tested, 0.32% active; AID 651550, 2012; Neuro2A IGF-stimulated pAkt S473 HTRF, 20 min; stronger effect = lower value; activity change, % for hits at 50 µM; in the data active = activity change below about -80%; inconclusive = mostly about -51% to -80%; also: % is scaled to controls: 0 for no effect and ±100 for the full control effect
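Neuro2A cells in DMEM with 0.5% FBS, overnight at 37 deg C, given compound at single 50 µM final, then IGF (6 nM final) for 20 min at 37 deg C. Lysed; phospho-Akt Ser473 by HTRF after 24 h, 665/615 ratio.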
GLP1R inv ag – qHTS of GLP-1 Receptor Inverse Agonists (Inhibition Mode); Glucagon-like peptide 1 receptor (Homo sapiens), P43220; HEK293 GLP-1R CRE-luciferase, luminescence, 24 h; GLP-1R form is constitutively active; Potency, µM (series often up to 38.3 µM), inactives show at the highest dose activity change, negative = inhibition, usual class: inhibitors; 410,000 tested, 1.6% active; AID 624417, 2012; also: potency is read from the fitted curve at half-maximal effect; % is scaled to controls: 0 for no effect and ±100 for the full control effect; nearly all actives have a fitted effect of over 55% in size
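Seeding at 200 cells/uL, 12 h culture, 24 hr compound treatment, then luciferase reagent and a luminescence read; cells are HEK293 stably expressing a constitutively active GLP-1R plus cAMP-responsive luciferase.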
PTHR1 ag – qHTS for PTHR1 Agonists: Primary Screen | Parathyroid hormone/parathyroid hormone-related peptide receptor (Homo sapiens), Q03431 | HEK293 GP2 PTHR1 cells, GloSensor cAMP luminescence, 1 h | Potency, µM (series often up to 115 µM), inactives show at the top dose activation, most hits filed as activators | 410,000 tested, 0.075% active; also: potency is read from the fitted curve at half-maximal effect; nearly all actives have a fitted effect of over 55% in size; some results filed as inactive show a strong effect at the top dose; inactives centre near -15; many of its hits are not listed in these tables
Target sequence (Q03431 whole entry, looked up): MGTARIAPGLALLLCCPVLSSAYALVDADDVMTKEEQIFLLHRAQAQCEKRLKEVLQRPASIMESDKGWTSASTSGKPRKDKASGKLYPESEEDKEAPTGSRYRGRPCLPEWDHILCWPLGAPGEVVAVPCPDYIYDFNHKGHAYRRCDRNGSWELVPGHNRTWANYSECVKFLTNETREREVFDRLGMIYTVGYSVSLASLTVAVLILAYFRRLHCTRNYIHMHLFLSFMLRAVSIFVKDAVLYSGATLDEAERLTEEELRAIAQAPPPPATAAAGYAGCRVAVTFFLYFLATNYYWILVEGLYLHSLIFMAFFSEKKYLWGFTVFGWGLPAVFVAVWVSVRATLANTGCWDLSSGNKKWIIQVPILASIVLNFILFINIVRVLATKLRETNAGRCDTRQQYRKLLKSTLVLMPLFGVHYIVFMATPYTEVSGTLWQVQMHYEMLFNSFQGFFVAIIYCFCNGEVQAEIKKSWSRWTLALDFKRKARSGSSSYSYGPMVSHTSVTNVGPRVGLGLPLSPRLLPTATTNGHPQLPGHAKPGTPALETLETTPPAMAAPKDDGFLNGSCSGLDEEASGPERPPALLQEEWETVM
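HEK-293-derived GP2 cells expressing PTHR1 and a GloSensor cAMP reporter, 3,000/well, plated overnight, given luciferin plus IBMX (each 0.5 mM as added) for 1 h at 37 °C, then compound for 1 h at 37 °C. Luminescence was read after 15 min at room temperature.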
TDP-43 yeast inh – qHTS of TDP-43 Inhibitors; TDP-43 expressing yeast growth rescue, BacTiter-Glo, 24 h; Potency, µM (titrated, usually from 46.1 µM), for the others: at the top dose growth rescue (activation), usual class: activators; 410,000 tested, 1.8% active; AID 652104, 2013; also: potency is read from the fitted curve at half-maximal effect; % of control where 0% means no effect; nearly all actives have a fitted effect of over 50% in size
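Readout is BacTiter-Glo luminescence of cell growth, so inhibitors register as activators. TDP-43-expressing yeast at OD600=0.02 in galactose medium, after raffinose pregrowth to mid-log, were incubated with compound for 24 hr at 30 deg C.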
aSyn yeast inh – qHTS of alpha-syn Inhibitors; Potency, µM (titrated, usually from 46.1 µM), for inactives: at the top dose growth rescue (activation), actives largely listed as activators; Yeast expressing alpha-synuclein, growth rescue, BacTiter-Glo, 24 h; 370,000 tested, 0.14% active; also: potency is read from the fitted curve at half-maximal effect; % of control where 0% means no effect; nearly all actives have a fitted effect of over 65% in size
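Screening used galactose-induced yeast with toxic alpha-synuclein levels, exposed to compound for 24 hr at 30 deg C. Cell growth, read with BacTiter-Glo luminescence, gave the measured signal.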
Numbers without * were called inactive; i = inactive; u = inconclusive; x = no result given; & = joins results of further samples; [ ] = another dose, or the depositor's remark. Unless noted, calls follow the shape of the dose curve; as a rule, active = well fitted curve in the direction sought with a large enough effect; inconclusive = small, poorly fitted or top-dose-only effect, or another doubt; inactive = no such curve, though single readings can be large; an effect the other way counts as inactive or inconclusive.

SMILES | Abeta rescue | GLP1R ag | D3 antag | FUS yeast rescue | pAkt inh | GLP1R inv ag | PTHR1 ag | TDP-43 yeast inh | aSyn yeast inh
Cc1nc(SCC(=O)N2CCNC2=O)c2ccccc2n1 | 21% | 15% | 1 | -17% | i | -20% | -11% | -8% | 3%
COc1cccc(C(C)(O)c2nc(-c3ccccc3)cs2)c1 (configuration not stated) | u | -1% | 0 | 4% | i | u | 0% | u | -2%
NC(=O)C(C1=CCCCC1)c1ccccc1 (configuration not stated) | -6% | 7% | -15 | 29% | i | -18% | -10% | -11% | -3%
COc1ccc([N+](=O)[O-])cc1N(CC(=O)NCC1CCCO1)S(C)(=O)=O (configuration not stated) | 11% | -2% | 3 | x | i | -4% | -25% | 5% | -6%
O=C1N/C(=N\N=C\c2ccccn2)SC1Cc1cccc(SC(F)F)c1 (configuration not stated) | u | -2% | -20 | x | i | u | -18% | 29% | 5µM*
CCS(=O)(=O)n1nc(-c2ccccc2)nc1NCc1ccco1 | -16% | 11% | -25 | 20% | i | 0% | i | 0% | -6%
Cc1cccc(-c2noc(CNC(=O)c3ccc(C)cc3C)n2)c1 | -15% | x | x | 5% | x | u | i | 2% | x
Cc1cc(C)cc(NC(=O)CCCn2nc(C)c3c(C)n(-c4ccccc4)nc3c2=O)c1 | -11%&-10% | 4% | -24 | -12%&-2% | x | -9%&12% | -6% | 15%&10% | 3%
CC(C)(C)c1ccc(OCC(O)CN(CCO)CC(O)Cn2ccc3ccccc32)cc1 (configuration not stated) | -16% | 19% | 6 | 34% | i | u | -26% | 10% | -11%
Cc1cc(C)cc(NC(=S)NCCN(C2CCCCC2)C2CCCC2)c1 | x | -3% | -5 | 14% | i | u | 15% | -14% | 0%
Cc1cccc(C)c1NC(=O)CN(C)C(=O)CN1C(=O)NC2(CCCC2)C1=O | 17% | -1% | -1 | -10% | i | 0% | 3% | 6% | -1%
O=C(COc1cccc(C(F)(F)F)c1)NNC(=O)c1ccc(=O)[nH]c1 | -4% | 1% | 4 | 0% | i | 13% | i | 20% | -7%
CCOc1ccc(CC(=O)OCc2cc(=O)n3cc(Br)ccc3n2)cc1 | -8% | -3% | 37 | 20% | i | 33% | -16% | x | 14%
CN=C(C)/C(C(=O)OC)=C(/O)c1c(F)cccc1F | 4% | -1% | 24 | -20% | i | 4% | -17% | 17% | 2%
c1ccc(-c2cnc(-c3cccnc3)o2)cc1 | -4% | u | 0 | -3% | i | 131%[activator] | -11% | 25% | 7%
CCOC(=O)C(C(=O)NCCCN1CCOCC1)C1CCCCC1 (configuration not stated) | 5% | -2% | 0 | 23% | i | 3% | i | -12% | 0%
Cc1nc(N2CCOCC2)nc(Oc2ccccc2)c1[N+](=O)[O-] | -11% | 4% | -1 | 10% | i | 11% | -5% | 20% | -3%
COc1ccc(NC(=O)COC(=O)/C=C/C(=O)OCC(=O)Nc2ccc(OC)c(Cl)c2)cc1Cl | 9% | -9% | -16 | x | i | 13% | -72%[inhibitor] | 7% | 0%
COc1ccc(CN2C[C@@H](CO)O[C@@H](n3cnc4c(NCc5ccncc5)ncnc43)C2)cc1 | -9% | 4% | 6 | -17% | i | 16% | i | 12% | 0%
O=C(COC(=O)c1ccco1)NCc1cccs1 | -18% | 5% | -24 | u | i | 1% | -15%[57.5 µM] | -28% | -16%
COc1ccc(-c2c(N)cnc(C(=O)O)c2C)c(OCc2ccccc2)c1OC | 5% | -1% | 0 | u | i | -1% | i | 0% | -2%
CC(C)N(C(=O)CN1CCN(C(=O)C2COc3ccccc3O2)CC1)C(C)C (configuration not stated) | -12% | 6% | -1 | -1% | i | -5% | i | 4% | 1%
Cc1ccc(C2=CC(c3ccc(N(C)C)cc3)n3nnnc3N2)cc1 (configuration not stated) | 0% | 7% | 24 | -3% | i | 16% | -29% | 14% | 2%
Cc1ccccc1C(=O)Nc1nnc(-c2ccncc2)o1 | 0% | 0% | 16 | -3% | i | 10%[7.66 µM] | i | 10% | 2%
CCc1nnc(NC(=O)C2CCN(c3nccc(C)n3)CC2)s1 | 11% | -4% | 28 | 14% | i | -8% | -26%[57.5 µM] | -4% | 0%

Compound profiles, as listed above.
`CN=C(C)/C(C(=O)OC)=C(/O)c1c(F)cccc1F` is entered as Abeta rescue: 4%; GLP1R ag: -1%; D3 antag: 24; FUS yeast rescue: -20%; pAkt inh: i; GLP1R inv ag: 4%; PTHR1 ag: -17%; TDP-43 yeast inh: 17%; aSyn yeast inh: 2%
`COc1ccc(CN2C[C@@H](CO)O[C@@H](n3cnc4c(NCc5ccncc5)ncnc43)C2)cc1` is entered as Abeta rescue: -9%; GLP1R ag: 4%; D3 antag: 6; FUS yeast rescue: -17%; pAkt inh: i; GLP1R inv ag: 16%; PTHR1 ag: i; TDP-43 yeast inh: 12%; aSyn yeast inh: 0%
`O=C(COC(=O)c1ccco1)NCc1cccs1` is entered as Abeta rescue: -18%; GLP1R ag: 5%; D3 antag: -24; FUS yeast rescue: u; pAkt inh: i; GLP1R inv ag: 1%; PTHR1 ag: -15%[57.5 µM]; TDP-43 yeast inh: -28%; aSyn yeast inh: -16%

Next part:
SMILES | Abeta rescue | GLP1R ag | D3 antag | FUS yeast rescue | pAkt inh | GLP1R inv ag | PTHR1 ag | TDP-43 yeast inh | aSyn yeast inh
CC(=O)c1c(C)nn(C(=O)c2cccs2)c1C | 8% | -4% | 14 | -7% | i | 10% | -14% | 24% | 2%
COc1cccc(C(=O)NC2CCN(CC(=O)Nc3cccc(C)c3C)CC2)c1 | -4% | 9% | 22 | -23% | i | -8% | -25% | 17% | -2%
COc1ccc2c(c1)CCc1c(C(=O)Nc3c(C)nn(Cc4ccccc4Cl)c3C)noc1-2 | 7% | x | x | u | x | 10µM* | i | -1% | x
CC[C@@H](C)[C@H](NC(=O)CNC(=O)Cc1c(C)c2c(cc(C)c3c(C)coc32)oc1=O)C(=O)O | -10% | -6% | -9 | 19% | i | -4% | u | -8% | -1%
Cc1cccc(NC(=O)NNC(=O)c2ccc3ccccc3c2O)c1 | 7% | -4% | 5 | 9% | i | 4% | i | 13% | 2%
Cc1c(Br)c([N+](=O)[O-])nn1CCCC(=O)NC(C)c1ccccc1 (configuration not stated) | 1% | 3% | 20 | 20% | i | 8% | i | 2% | 13%
Cc1ccc(Cc2c(-c3ccc(C)cc3)nc3c(Cl)cc(C(F)(F)F)cn23)cc1 | -16% | -4% | -17 | -9% | i | -7% | -19% | -6% | -3%
C1CC(=NN=C2CCSCC2)CCS1 | 12% | 9% | 0 | 1% | i | 2% | i | -11% | 2%
CC(C)(C)CC(=O)N1CCC(c2nc3c(nnn3Cc3c(F)cccc3Cl)c(=O)[nH]2)CC1 | 7% | 5% | 60 | 31% | i | -22% | -19%[57.5 µM] | 5% | 1%
CC1CCCC(NC(=O)CN2C(=O)NC(c3ccccc3)(c3ccccc3)C2=O)C1C (configuration not stated) | 0% | -4% | 16 | u | i | u | -15% | 0% | 1%
O=C(NCC1CCN(Cc2ccccc2F)CC1)Nc1ccc(F)c(Cl)c1 | -8% | x | x | -2% | x | u | -19% | 15% | x
Cc1ccc(C(=O)C2=C(O)C(=O)N(c3ncccn3)C2c2ccc(F)cc2)o1 (configuration not stated) | -21% | 5% | 1 | 9% | i | 10% | -2% | -8% | -3%
O=C1C=C(c2ccccc2)CC(/C=C/c2ccccc2)C1 (configuration not stated) | -5% | 1% | 0 | x | i | u | i | u | 12%
Cc1cc(NC(=O)CSc2nnc(COc3cccc(C)c3C)n2C)no1 | 13% | -2% | -8 | 21% | i | 0% | -8%[57.5 µM] | -8% | 0%
CN(CC(=O)Nc1ccc(F)c(F)c1F)C(=O)C1CCC1 | -1% | 7% | 7 | -12% | i | 31%[activator] | -2% | 2% | 1%
NC(=O)c1c(NC(=O)c2ccccc2)sc2c1CCc1ccccc1-2 | 11% | 1% | 18 | 36% | i | 0% | -29% | 0% | 1%
COc1cccc(N2CCN(c3ncnc4c3c(-c3ccccc3)cn4-c3ccc(F)cc3)CC2)c1 | 7% | x | x | -10% | x | 2% | -7% | 16% | x
CC(CNC(=S)Nc1cc(F)cc(F)c1)CSc1ccc(Cl)cc1 (configuration not stated) | -69%[inhibitor] | 0% | u | 37% | i | u | -16% | -29% | -46%[inhibitor]
COc1ccc2c(C)nc(Nc3nc(C)cc(C)n3)nc2c1 | 13% | -5% | 24 | 20% | i | 0% | -15%[57.5 µM] | -17% | -3%
Cc1ccc(S(=O)(=O)N2CCCCC2)cc1C(=O)NCc1ccncc1 | 5% | 5% | 1 | 16% | i | -16% | i | -3% | -1%
CC1(C)OC(c2ccccc2)=C/C(=C/C=Nc2ccccc2)O1 | -3% | 12% | -4 | u | i | 49%[activator] | i | -8% | 12%
O=C(O)CC1=C(Nc2ccccc2)C(=O)N(c2ccccc2)C1c1ccc(F)cc1 (configuration not stated) | 0% | 2% | 2 | 20% | i | u | -39%[inhibitor] | 12% | 14%
CCOc1ccc(OCC)c(NC(=O)c2cc(CN3CCOCC3)on2)c1 | 3% | x | x | -7% | x | -15% | i | 5% | x
O=C(COc1cccnc1[N+](=O)[O-])NCCc1ccc(Cl)cc1 | 11% | 12% | 11 | 1% | i | 26% | -5% | 21%[9.22 µM] | 10%

Not all compounds are listed (hit frequency here may not be typical).
